Menin-MLL TR inh = qHTS Assay for Inhibitors Targeting the Menin-MLL Interaction in MLL Related Leukemias: Competition With Texas Red Labeled MLL-derived Mutant Peptide; Menin + Texas Red MLL mutant peptide, fluorescence polarization; Potency, µM (series often up to 61.6 µM), without a hit: top-dose FP activity change, negative = inhibition, actives largely listed as inhibitors; 0.23% of 270,000 active; O00255; AID 1768, 2009; active = well fitted inhibition curve with a large enough effect in the polarisation, with a control signal flat, not every such curve was filed as active; inconclusive = small, poorly fitted or top-dose-only effect, or effect the other way, or a change in a side signal; inactive = no such curve, though single readings can be large or run the other way; the % refers to the polarisation; also: potency is read from the fitted curve at half-maximal effect; % of control where 0% means no effect; many of its hits are not listed in these tables
CXXC DNA block = qHTS Fluorescence Polarization Assay for Inhibitors of MLL CXXC domain - DNA interaction; AID 2662, 2010; MLL-CXXC / FITC-HOXA9 DNA fluorescence polarization; Potency, µM (titrated, usually from 115 µM), for the others: at the highest dose activity change, negative = inhibition, hits mostly inhibitors; Histone-lysine N-methyltransferase 2A (Homo sapiens), Q03164; 0.037% of 290,000 active; active = well fitted inhibition curve with a large enough effect in the polarisation, with a control signal flat, not every such curve was filed as active; inconclusive = small, poorly fitted or top-dose-only effect, or effect the other way, or a change in a side signal; inactive = no such curve, though single readings can be large or run the other way; the % refers to the polarisation; also: potency is read from the fitted curve at half-maximal effect
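Fluorescence polarization: 7 uM MLL-CXXC (stock) preincubated 5 min with compounds, then 50 nM fluorescein-HOX-A9 DNA (stock) added; 30 min ambient. Buffer 50 mM Tris-HCl pH 7.5, 50 mM NaCl, 1 mM DTT, 0.05% BSA.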
PTAP TSG101 blk = qHTS Assay for Iinhibitors of HIV-1 Budding by Blocking the Interaction of PTAP/TSG101; Tumor susceptibility gene 101 protein (Homo sapiens), Q99816; Fluorescence polarization, FITC-PTAP peptide / Tsg101 binding; Potency, µM (highest dose often 115 µM), inactives show at the top dose activity change, negative = inhibition, most hits filed as inhibitors; 340,000 tested, under 10 active; AID 493005, 2010; active = well fitted inhibition curve with a large enough effect in the main read-out, with a control signal flat, not every such curve was filed as active; inconclusive = small, poorly fitted or top-dose-only effect, or effect the other way, or a change in a side signal; inactive = no such curve, though single readings can be large or run the other way; also: potency is read from the fitted curve at half-maximal effect; % of control where 0% means no effect
Target sequence (Q99816 whole entry, looked up): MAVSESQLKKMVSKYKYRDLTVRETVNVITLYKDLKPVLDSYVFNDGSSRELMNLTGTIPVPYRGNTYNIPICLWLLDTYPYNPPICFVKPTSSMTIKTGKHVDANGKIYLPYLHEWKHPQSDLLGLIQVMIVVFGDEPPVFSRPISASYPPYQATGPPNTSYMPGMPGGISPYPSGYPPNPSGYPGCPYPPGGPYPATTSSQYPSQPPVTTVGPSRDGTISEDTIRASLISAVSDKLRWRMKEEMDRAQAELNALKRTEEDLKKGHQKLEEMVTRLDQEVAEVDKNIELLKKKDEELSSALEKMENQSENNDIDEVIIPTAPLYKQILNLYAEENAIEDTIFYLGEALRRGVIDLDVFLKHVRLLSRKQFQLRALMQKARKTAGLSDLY
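FP read-out: FITC-PTAP peptide, 50 nM final, binding Tsg101 binding domain, 10 uM final; 20 min, r.t.; 10 mM HEPES pH 7.5, 0.15 M NaCl, 0.01% Tween 20, 3 mM EDTA, 0.1 mM TCEP.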
Mito fusion yeast = qHTS Assay for Small Molecule Inhibitors of Mitochondrial Division or Activators of Mitochondrial Fusion; 0.23% of 320,000 active; AID 485298, 2010; S. cerevisiae fusion-defective mutant growth rescue, CellTiterGlo 48 h; Potency, µM (top dose mostly 46.1 µM), for the others: at the top dose growth rescue (activation), hits mostly activators;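 also: potency is read from the fitted curve at half-maximal effect; % of control where 0% means no effect; nearly all actives have a fitted effect of over 45% in size; temperature-sensitive fusion mutants such as fzo1-1 at 37 °C on non-fermentable ethanol glycerol medium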
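Growth-rescue viability read-out: after 48 h at the non-permissive 37C in glycerol/ethanol YPEG, yeast mitochondrial fusion mutants are measured by CellTiterGlo luminescence; compounds (23 nl pinned per well) restoring growth score as division inhibitors or fusion activators.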
Integrin act MD = qHTS for Activators of Integrin-Mediated Alleviation for Muscular Dystrophy. alpha7betagal myoblasts, beta-gal FDG fluorescence, 48 h. Potency, µM (doses to about 38.3 µM), inactives show at the highest dose activation, hits mostly activators. 0.064% of 350,000 active. AID 624291, 2012;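 also: potency is read from the fitted curve at half-maximal effect; 100% = response of the positive control SU9516; nearly all actives have a fitted effect of over 60% in size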
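alpha7betagal+/- myoblasts (passage 13, 250/well) treated 48 h at 37C with compounds at 1:260 dilution of DMSO stock. Lysed, then beta-galactosidase activity read as FDG fluorescence (ex 480/em 540) after 30 min, with pre-read for autofluorescence.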
MBNL1-CUG inh = qHTS Assay for Inhibitors of MBNL1-poly(CUG) RNA binding; Muscleblind-like protein 1 (Homo sapiens), Q9NR56; TR-FRET MBNL1-His/biotin-(CUG)12 binding, 665/545 ratio; Potency, µM (highest dose often 57.5 µM), inactives show at the top dose activity change, negative = inhibition, hits mostly inhibitors; 0.036% of 280,000 active; active = well fitted inhibition curve with a large enough effect in the signal ratio, with a control signal flat, not every such curve was filed as active; inconclusive = small, poorly fitted or top-dose-only effect, or effect the other way, or a change in a side signal; inactive = no such curve, though single readings can be large or run the other way; the % refers to the signal ratio; also: potency is read from the fitted curve at half-maximal effect; % is scaled to controls: 0 for no effect and ±100 for the full control effect
Target sequence (Q9NR56 whole entry, looked up): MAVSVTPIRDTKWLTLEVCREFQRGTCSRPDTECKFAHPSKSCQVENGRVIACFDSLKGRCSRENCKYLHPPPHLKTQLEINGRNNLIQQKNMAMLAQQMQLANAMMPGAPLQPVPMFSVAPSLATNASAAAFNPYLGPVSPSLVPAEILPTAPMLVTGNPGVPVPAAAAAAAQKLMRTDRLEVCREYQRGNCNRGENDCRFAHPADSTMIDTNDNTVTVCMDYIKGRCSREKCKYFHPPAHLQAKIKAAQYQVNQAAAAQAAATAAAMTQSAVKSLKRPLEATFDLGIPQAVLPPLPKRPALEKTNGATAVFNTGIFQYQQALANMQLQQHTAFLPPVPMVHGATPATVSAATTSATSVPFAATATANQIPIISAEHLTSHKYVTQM
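TR-FRET between His-tagged MBNL1 and biotin-(CUG)12 RNA, detected with Tb anti-His antibody (0.055 ng/ul) and streptavidin-XL665 (5 nM), 60 min at room temperature. Compounds titrated 92 nM to 58 uM; 665/545 nm ratio normalized to buffer and complex controls.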
ASM inhibitor = Inhibitors of Secretory Acid Sphingomyelinase (S-ASM): qHTS; Sphingomyelin phosphodiesterase (Homo sapiens), P17405; placental ASM, HMU-PC fluorogenic substrate, 60 min; Potency, µM (top dose mostly 57.5 µM), for the others: at the highest dose activity change, negative = inhibition, actives largely listed as inhibitors; 0.006% of 340,000 active; AID 504937, 2011; also: potency is read from the fitted curve at half-maximal effect
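Fluorescence read-out (Ex 386 nm, Em 447 nm) after stopping the reaction at pH 10. Enzyme: ASM from human placenta; substrate HMU-PC0, 9 uM final; 60 min, 37 °C. Compound preincubation 10 min, ambient temperature.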
AT treatment = qHTS Assay for Identifying a Potential Treatment of Ataxia-Telangiectasia | […] A-T fibroblasts, KAP-1 phosphorylation AlphaLISA; neocarzinostatin DNA damage 30 min before lysis | Potency, µM (series often up to 57.5 µM), without a hit: at the top dose activation, most hits filed as activators | 0.19% of 320,000 active; also: potency is read from the fitted curve at half-maximal effect; % of control where 0% means no effect; nearly all actives have a fitted effect of over 45% in size
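hTERT-immortalized A-T patient fibroblasts ([…]), 500 cells/well in OPTI-MEM, 1% FBS, got compounds for 60 min, then NCS for 30 min at 37C. Lysates were then assayed for phospho-KAP-1 by AlphaLISA (anti-pKAP1 donor, anti-KAP1 acceptor beads), 6 hr at 25C.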
TCR act = Activators of T cell receptors: qHTS campaign; primary human leukocytes, anti-CD3, IL-2 HTRF, 48 h; Potency, µM (titrated, usually from 9.22 µM), without a hit: at the highest dose activation of IL-2 secretion, actives largely listed as activators; 330,000 tested, under 10 active; AID 504894, 2011; also: % of control where 0% means no effect
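Human primary leukocytes + a-CD3 beads + cpd, 48 hr; IL-2 in supernatant by HTRF (ex 320nm / em 665nm). No co-stimulatory signal supplied.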
TSHR antag = Antagonists of the Thyroid Stimulating Hormone Receptor: HTS campaign. Thyrotropin receptor (Homo sapiens), P16473. 0.2% of 330,000 active. activity change, negative = inhibition, % at 11.5 µM. TSHR-expressing cells, TSH-stimulated cAMP HTRF, 2 h; stronger effect = lower value;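 active = activity change below a set negative limit, meaning inhibition stronger than a set level, cut at about -70% in these data; inconclusive = activity change between two set negative limits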; also: % is scaled to controls: 0 for no effect and ±100 for the full control effect
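TSHR-expressing cells, 200/well, pre-treated with compound, then stimulated with EC80 TSH (4nM final) for 2 hours at 37 deg C. cAMP measured by competitive HTRF: anti-cAMP cryptate antibody in lysis buffer plus cAMP-d2, read after 30 minutes at room temperature.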
The depositor's hits bear a star; ? = inconclusive; . = no result given; [ ] = another dose, or the depositor's remark. Unless noted, calls follow the shape of the dose curve; as a rule, active = well fitted curve in the direction sought with a large enough effect; inconclusive = small, poorly fitted or top-dose-only effect, or another doubt; inactive = no such curve, though single readings can be large; an effect the other way counts as inactive or inconclusive.

canonical_smiles,Menin-MLL TR inh,CXXC DNA block,PTAP TSG101 blk,Mito fusion yeast,Integrin act MD,MBNL1-CUG inh,ASM inhibitor,AT treatment,TCR act,TSHR antag
O=C(NCc1cccc2ccccc12)c1cccs1,.,.,-5%,-7%,-6%,.,-2%,10%,0%,-20
COC(=O)CNC(c1ccccc1)c1cc(Br)ccc1NS(=O)(=O)c1ccc(C)cc1 (stereo not drawn),7%,-1%,-2%,-11%,5%,-2%,-24%,5%,0%[46.1 µM],-6
COCCn1nnnc1C(c1ccc(OC)cc1)N1CCN(C(=O)c2ccco2)CC1 (stereo not drawn),2%,38%[activator],-3%,0%,0%,-2%,1%,4%,1%,37
Cc1oc(-c2ccc(F)cc2)nc1CN1CCCC(C(=O)N2CCOCC2)C1 (stereo not drawn),2%,-5%,0%,0%,26%,-12%,2%,-1%,-27%,4
Cc1cc2oc3ccc(NCCC4CCCN4C)cc3c(=O)c2cc1C (stereo not drawn),.,.,-6%,.,-48%[inhibitor],.,-12%,.,-3%,.
O=C(NCCCN1CCCC1)c1cc2c(Cl)nc3ccccc3c2s1,?,?,-7%,3%,-53%[inhibitor],-2%,-5%,-1%,-3%,6
COc1ccc(C(CC(=O)N2CCCCC2)c2c(OC)cc(OC)c3c(-c4ccccc4)cc(=O)oc23)cc1 (stereo not drawn),.,-11%,-7%,-13%,0%,4%,-2%,10%,-3%,-7
Cc1ccc(C(=O)N/C(=C/c2cccnc2)C(=O)O)cc1,-12%,-5%,-7%,-2%,24%,-10%,-2%,.,-2%[46.1 µM],8
COc1ccc(Cl)cc1NC(=O)C1CC(=O)N(c2ccc(F)cc2)C1 (stereo not drawn),20%,3%,-2%,2%,1%,-5%,-2%,2%,2%,-9
O=C1CC(c2ccccc2Cl)C2=C(COC2=O)N1 (stereo not drawn),9%,2%,-4%,3%,3%,3%,4%,-3%,0%,2
CC(C)C(C)(C#N)NC(=O)CSc1nc(C2CCCCC2)n(-c2ccccc2)n1 (stereo not drawn),13%,3%,-5%,21%,13%,.,0%,4%,0%[46.1 µM],-5
Cc1c(OCC(=O)NCCN2CCOCC2)ccc2c(-c3ccccc3)cc(=O)oc12,-8%,2%,-1%,10%,-3%,8%,0%,-1%,-2%,-18
C/C(=N\Nc1cc(C)nc(NCc2ccccc2)n1)c1ccc([N+](=O)[O-])cc1,.,4%,2%,-6%,-22%,-3%,-14%,15%,-5%,-9
O=C(c1cc(-c2ccccc2O)on1)N1CCc2ccccc2C1,2%[11.7 µM],7%,2%,1%,10%,-10%,-4%,-3%,-3%,-4
CN(C)S(=O)(=O)Nc1cc(Cl)cc(Cl)c1,-7%,5%,-4%,2%,6%,-5%,0%,5%,0%,5
O=C(NC1(C(F)(F)F)NC(=O)N(Cc2ccco2)C1=O)c1cccnc1 (stereo not drawn),23%,-2%,-1%,-1%,-9%,5%,4%,-4%,1%,-11
Cc1ccc(S(=O)(=O)NC2CCCCC2)c(C)c1NS(C)(=O)=O,-2%,3%,-1%,-2%,0%,-5%,4%,1%,1%,4
COC(=O)C1=C(C)NC(C)=C(C(=O)OC)C1C(=O)OCc1nnc(-c2ccccc2Cl)o1,.,.,-1%,-3%,1%,.,30%[activator],1%,1%,-11
NC1=CC(=O)c2cccc3cccc1c23,-17%,?,.,-5%,.,?,.,2%,.,-13
COc1ccccc1N/C=C1/Sc2cc(Cl)ccc2NC1=O,?,?,.,3%,.,-2%,.,2%,.,7
CSCc1ccc(C(=O)Nc2cccc(C)c2C)cc1,-2%,15%,-1%,3%,-9%,.,2%,1%,9%[46.1 µM],0
COc1ccc(OCCNS(=O)(=O)c2cccc([N+](=O)[O-])c2)cc1,?,-6%,-1%,-1%,3%,?,-3%,2%,0%,-9
Fc1ccc(OCc2nc(-c3ccncc3)n[nH]2)cc1,9%,3%,-1%,-1%,7%,-12%,1%,3%,3%,1
COc1cc2c(cc1OC)C(C(=O)Nc1cc(OC)c(OC)c(OC)c1)C(c1cccnc1)N(C)C2=O (stereo not drawn),-4%,-6%,1%,4%,14%,-6%,-2%,-3%,-4%,2
COc1ccc(OC)c(N(CC(=O)Nc2ccc3c(c2)OCO3)S(=O)(=O)c2ccccc2)c1,14%,-6%,-1%,13%,27%,0%,-2%,4%,-6%,7
O=C(NCc1ccc(F)cc1)c1ccc(Cl)c(NC2=NC3CS(=O)(=O)CC3S2)c1 (stereo not drawn),-1%,.,-4%,-2%,-3%,-9%,2%,6%,-1%,11
COc1ccc(C2C(C(=O)NCCN3CCOCC3)c3ccccc3C(=O)N2C)cc1OC (stereo not drawn),9%,-10%,-3%,3%,-6%,-4%,-1%,1%,-4%,-2
COc1ccc(CN(CCC#N)C(=S)NC(=O)c2ccccc2)cc1,29%,17%,1%,0%,12%,1%,5%,2%,2%,-6
Nc1nonc1C(=O)N/N=C/c1ccc(-c2cccc([N+](=O)[O-])c2)o1,?,5%,-3%,-5%,25%,?,-2%,-2%,-38%,-10
COc1ccc(NC(=O)C23CC4CC(C2)CC(n2cnc(Br)n2)(C4)C3)c(OC)c1,7%,7%,-7%,6%,20%,-9%,-3%,0%,0%,9
Cc1ccc(NC(=O)NC2CCCCC2)c(C)c1,18%,-2%,0%,3%,-6%,?,2%,0%,-1%[46.1 µM],4
Cc1cc(=O)oc2c3c(cc(OCC(=O)NCc4cccnc4)c12)OC(C)(C)CC3,?,-3%,-5%,2%,-21%,9%,25%,5%,10%,-12
CCc1nc(Sc2nnnn2-c2ccccc2)c2c3c(sc2n1)CCCC3,-15%,-7%,-2%,9%,-25%,.,-4%,-2%,1%[46.1 µM],-12
O=c1[nH]c2ccc(NS(=O)(=O)c3ccc4ccccc4c3)cc2[nH]1,-9%,52%[activator],-2%,-2%,8%,7%,1%,3%,-4%,-3
COc1ccc(OC)c(NC(=O)CSc2nnc(C)n2Cc2ccccc2)c1,?,-1%,-4%,3%,-16%,-6%,0%,.,1%,9
CN1OC[C@@H]2CN(Cc3cc(Cl)cc(Cl)c3)[C@H](c3cccc(Oc4ccccc4)c3)C[C@@H]21,.,.,0%,.,8%,.,-6%,.,-8%,.
CCOC(=O)c1ccc(N2C(=O)Cc3ccccc3C2=O)cc1,?,8%,2%,0%,?,4%,2%,-2%,-3%,-1
CCC(C)c1ccc(NC(=O)C2CC2)cc1 (stereo not drawn),-6%,-7%,-4%,-4%,-7%,-12%,-1%,-4%,-1%,-6
CCn1c(C(=O)N2CCc3ccccc3C2)cc2oc3ccccc3c21,.,-7%,-1%,16%,8%,-5%,-8%,7%,.,-3
O=C(CCC1CCCC1)N=C1SC2CS(=O)(=O)CC2N1c1ccccc1F (stereo not drawn),.,63%[activator],2%,1%,2%,4%,5%,-3%,4%,11
COc1ccc(S(=O)(=O)N2CCN(C(=O)c3c(C)nn(-c4ccccc4)c3C)CC2)cc1,.,.,-6%,2%,9%,.,9%,-3%,-6%,-11

Only part of the results is shown. The share of hits here may be higher or lower than overall.
